yeast cln2 rad14: NCI yeast anticancer drug screen, S. cerevisiae cln2 rad14 strain; % growth inhibition at 50 µM; 78,000 compounds, 8.3% hits; AID 165;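 note: 0% = growth of vehicle-only cultures of the same strain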
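Test compounds were added to cln2 rad14 yeast cultures; inhibition of growth was then determined by comparison with vehicle treatment.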
bub3: NCI yeast anticancer drug screen, S. cerevisiae bub3 mutant strain | % growth inhibition at 50 µM | 78,000 compounds, 9.9% hits | AID 167;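 note: 0% = growth of vehicle-only cultures of the same strain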
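Steps: expose the mutant yeast strain to compound; grow alongside vehicle-treated cultures; measure growth; express inhibition against the vehicle cultures.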
yeast mec2-1: NCI yeast anticancer drug screen, S. cerevisiae mec2-1 strain. growth inhibition, % at 50 µM. 79,000 compounds, 9% hits. AID 157;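 note: 0% = growth of vehicle-only cultures of the same strain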
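Using mec2-1 yeast: add compound, measure growth, express inhibition versus vehicle-treated cultures.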
rad50: NCI yeast anticancer drug screen, S. cerevisiae rad50 strain. growth inhibition, % at 50 µM. 79,000 compounds, 10% hits;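 note: 0% = growth of vehicle-only cultures of the same strain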
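A DNA repair-deficient yeast mutant serves as the test organism; compound-induced growth inhibition is calculated against vehicle-treated cells.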
yeast mlh1 rad18: NCI yeast anticancer drug screen, S. cerevisiae mlh1 rad18 strain. 79,000 compounds, 11% hits. growth inhibition, % at 50 µM;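 note: 0% = growth of vehicle-only cultures of the same strain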
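Compound-treated yeast growth, normalised to vehicle controls. Strain bears defined DNA repair mutations.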
yeast sgs1 mgt1: NCI yeast anticancer drug screen, S. cerevisiae sgs1 mgt1 strain; % growth inhibition at 50 µM; 78,000 compounds, 10% hits;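 note: 0% = growth of vehicle-only cultures of the same strain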
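Read-out: growth inhibition vs vehicle controls. Cells: mutant yeast strain deficient in DNA damage repair.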
The depositor's hits bear a star; nt = no result given; & = joins results of further samples. Cut-off read from the data, not from the text of the source: active = growth inhibition above about 70%; inactive = the rest.

Below each SMILES: yeast sgs1 mgt1	yeast mlh1 rad18	bub3	yeast mec2-1	rad50	yeast cln2 rad14
- CC(=O)NC(CCCN)C(=O)NCc1ccccc1 (stereo not given)
    -20	-23	-3	-19	3	18
- O=C1NCCCCC1CC/C=C/c1ccccc1 (stereo not given)
    -4	-6	33	-23	-14	-10
- CC12CCC(O)CC1=CCC1C2CCC2(C)C1CCC21SCCS1 (stereo not given)
    20	13	14	10	2	14
- Clc1cc(Cl)c2cc3cccc[n+]3cc2c1Cl
    79*	96*	88*	94*	90*	54
- CC(C)(C)c1ccc(N2CSC(=S)N(c3ccc(C(C)(C)C)cc3)C2)cc1
    25	26	14	-1	8	16
- CC#CCCCC1(C)CCCNC1=S (stereo not given)
    7	11	-10	-12	7	25
- COc1ccc(C2c3cc(OC)c(OC)cc3CC3C(=O)OCC32)cc1OC (stereo not given)
    -3&-18	0&4	7&2	-10&-12	10&-25	-36&-25
- CC(C)C1COC(c2ccc3ccccc3c2-c2c(O[Si](C)(C)C(C)(C)C)ccc3ccccc23)=N1 (stereo not given)
    93*	91*	91*	92*	93*	93*
- CSc1nc2nc[nH]c2c(=O)[nH]1
    -16	-4	-2	0	3	-14
- O=C(O)C1C2C=CC(O2)C1C(=O)Nc1ncccn1 (stereo not given)
    -14	-4	-35	-34	-1	-23
- N#CCc1ccc(C(C#N)/C(CCCC(=O)Nc2cccc([N+](=O)[O-])c2)=N\NC(=O)NN)cc1 (stereo not given)
    -59	-32	-4	-14	-1	3
- Cc1[nH]c2ccccc2c(=O)c1-c1ccccc1
    -5	-36	0	-14	-12	-38
- N#C/C(=C\c1ccc2c(c1)OCO2)C(=O)N/N=C/c1ccc2c(c1)OCO2
    5	3	0	17	5	-14
- CC1(C)CC2(CC(C)(C)N1O)NC(=O)OC2=O
    -1	1	-23	-5	2	-19
- CCOP(=O)(OCC)/C(=C/NC(=S)c1ccncc1)C(=O)OC
    -17	32	-16	-34	-36	7
- N#CC1=C(N)N(/N=C/c2ccco2)C(c2ccco2)C1(C#N)C#N (stereo not given)
    -23	-13	-14	14	8	1
- COc1ccc(/C=C/C(=O)c2cc(C)ccc2OC(C)=O)cc1
    15	9	-19	-28	-11	-32
- O=[N+]([O-])c1cccc(-c2ccccc2)c1
    -10	3	-6	-17	2	1
- CC(=O)NS(=O)(=O)c1ccc2sc(C)nc2c1
    nt	-28	nt	-23	-32	nt
- CCOC(=O)Cc1c(Cc2[nH]c(C(=O)OCc3ccccc3)c(CC(=O)OCC)c2CC(=O)OCC)[nH]c(C(=O)OCc2ccccc2)c1CC(=O)OCC
    -19	-17	-3	-22	-11	-3
- O=C(C[N+]12CC=C(CO)C1C(O)CC2)c1ccc(Br)cc1 (stereo not given)
    -16	-4	3	-6	6	-24
- Cc1cc(C)c(S(=O)(=O)O)c(Cc2ccccc2)c1
    32	0	-3	-11	-14	-12
- CCOC(=O)C1CC1C#N (stereo not given)
    9	8	10	-12	3	14
- N#Cc1c[nH]c2cccc([N+](=O)[O-])c12 (tested in a mixture with another compound)
    8	-3	13	-11	8	18
- O=[N+]([O-])c1cc2cccnc2c2ncccc12
    81*	76*	34	41	63	62
- O=C1c2ccccc2CC1CS(=O)(=O)CC1Cc2ccccc2C1=O (stereo not given)
    -8	-38	10	18	5	10
- O=CNC(NC=O)NC=O
    -2	1	-4	-2	-3	15
- CCOCCOC(=O)c1ccccc1OCc1ccccc1
    20	25	40	20	15	-8
- CC(=O)OCC1OC(n2c(Br)nc3c(N)ncnc32)C2OC(C)(C)OC12 (stereo not given)
    16	-7	1	6	14	-3
- CCCCCCCCCCCCCCCC[N+](C)(C)C(C)c1ccccc1 (stereo not given)
    90*	92*	93*	91*	90*	86*
- COC(=O)CCC1=C(C)C2=NC1=CC1=NC(=CC3=NC(=Cc4[nH]c(/c(=C\O)c4C)=C2)C(C=O)=C3C)C(C)=C1CCC(=O)OC
    32	12	9	16	28	27
- CCCCN=C(N)CCl
    -3	2	6	-11	-11	-69
- N#CN1c2ccccc2C=CC1O (stereo not given)
    -3	-1	-8	-6	-10	4
- Cc1nc(N)[nH]c(=O)c1CCCNC(=O)c1ccc(C(=O)O)cc1
    -11	23	27	20	9	1
- COc1cc([N+](=O)[O-])ccc1NC(=O)Nc1ccc(Cl)cc1[N+](=O)[O-]
    25	27	29	28	-5	-13
- COc1ccc(CCNC(=O)c2ccc(CSc3ccc(Cl)cc3)o2)cc1OC
    38	25	43	24	35	50
- S=C1NCCS1
    -20&-23	4&-13	-2&-15	-2&-11	-1&-23	-27&9
- COC(=O)/C(=N\NC(N)=O)C(C(=O)C(=O)Nc1ccccc1C(=O)OC)c1nc2ccc(C(=O)c3ccccc3)cc2[nH]c1=O (stereo not given)
    19	31	40	28	26	27
- CC1CC(c2ccc([N+](=O)[O-])cc2)=Nc2ccccc2S1=O (stereo not given)
    21	36	22	30	34	21
- COc1ccc(C2COc3c(ccc(OC)c3OC)C2=O)cc1OC (stereo not given)
    -1	-18	0	-1	-21	-6
- CCOC(=O)c1c(C)c2c(n1C)CC/C(=C\N1CCOCC1)C2=O
    14	15	14	13	11	-14
- O=C(O)c1cc(Br)c2cccc3c2c1CC3
    12	20	6	-9	8	13
- CC(=O)O[C@H]1CC[C@H]2[C@@H]3CCc4cc(O)c(I)cc4[C@H]3CC[C@]12C
    72*	63	48	44	51	45
- CCOC(=O)C1=NN(c2ccc([N+](=O)[O-])cc2)[C@@]2(C)C[C@]3(c4ccccc4)N(c4ccc([N+](=O)[O-])cc4)N=C(C(=O)OCC)N3c3ccccc3N12
    7	-5	0	17	13	-7
- O=C(O)[C@H](Cc1ccccc1)N1C(=O)c2ccccc2C1=O
    14	7	19	9	8	7
- CN(C)C(=S)SN(C)C(=O)Nc1ccccc1
    94*	86*	92*	73*	70*	-9
- CC1C2=C(CCCC2=O)N(c2ccc(Cl)cc2)C2=C1C(=O)CCC2
    11	9	22	-11	12	16
- Cc1cc(N)cc(C)n1
    -15	12	12	29	23	1
- CCC1CC(C(=O)O)CC(=O)N1 (stereo not given)
    2	10	5	-5	-2	-24
- CCn1c(=O)c2[nH]c(Cl)nc2n(CC(C)Cl)c1=O (stereo not given)
    6	19	5	-5	19	18
- O=[N+]([O-])c1ncn(C2OC(CO)C(O)C2O)c1S (stereo not given)
    15	8	1	25	-3	66
- CCCCC(=O)NC1=CC(=O)c2ccccc2C1=O
    47	46	56	30	41	30
- CCCCCCCCCCCC(=O)NC(=S)Nc1ccc(C)c(C)c1
    55	37	57	58	9	-14
- CC1=CCC(C(C)C)C2CC(C)(O)CCC12 (stereo not given)
    7	1	-4	-2	-3	-25
- C=C(Cl)C(C)(Cl)CCC(Cl)C(C)(C)Cl (stereo not given)
    30	25	32	16	22	42
- CC(=O)Nc1ccc(/C=N/NC(=O)c2ccc(O)cc2)cc1
    -2	1	2	10	2	4
- OC(CS)CS
    22	16	51	-5	3	20
- O=C1C=CC(=O)C2=C1CCCC2
    10	27	-20	11	17	-10
- Cc1ccc(NC(=S)N=Nc2c(O)[nH]c3ccccc23)cc1
    14	-5	-4	-24	-20	-2
- CN(C)c1ccc(C2(c3ccc(N(C)C)cc3)OC(=O)c3ccccc32)cc1
    14	39	83*	14	27	17

More records
Below each SMILES: yeast sgs1 mgt1	yeast mlh1 rad18	bub3	yeast mec2-1	rad50	yeast cln2 rad14
- CN(C)C1=CC(=O)NC(c2ccccc2)C1 (stereo not given)
    -11	-12	-3	-17	-11	-14
- COC12COC(=O)C1C(c1ccc3c(c1)OCO3)c1cc3c(cc1O2)OCO3 (stereo not given)
    12	-5	17	-1	22	9
- Cc1ccc(NC(=O)OCCOc2ccccc2)cc1NC(=O)OCCOc1ccccc1
    28	34	3	17	10	6
- CCCN(CCC)CC(O)c1ccc2cc3c(nc2c1)CCCC3 (stereo not given)
    -6	-7	16	-21	-9	-30
- O=C(O)CN1CCCCC1
    -4	-7	-4	6	-6	-27
- Cc1cccc(C)c1NC(=O)Nc1ccc(C(=O)O)c(O)c1
    17	13	16	28	-4	-6
- O=C(Nc1nc2c(=O)[nH]cnc2s1)c1ccccc1
    -9	-1	5	-1	-24	22
- COc1cc([C@@H]2c3cc4c(cc3[C@@H](OC3OC5CO[C@@H](c6cccs6)OC5C(O)C3O)[C@H]3COC(=O)[C@H]23)OCO4)cc(OC)c1O (stereo not given in full)
    64	65	50	75*	87*	48
- O=c1cc(NCc2ccccc2[N+](=O)[O-])[nH]c(=O)[nH]1
    17	18	50	-3	9	0
- CCOC(=O)CN1C(=O)C2C3c4ccc5ccccc5c4C(c4ccc5ccccc5c43)C2C1=O (stereo not given)
    13	6	9	11	5	27
- CCCCN(C(C)=O)c1ccccc1
    4	1	-9	9	-9	-6
- O=C1CC(c2ccccc2)Oc2cc(O)cc(O)c21 (stereo not given)
    9	17	-14	-31	9	23
- O=C(N/N=C/c1ccc2c(c1)OCO2)c1ccc([N+](=O)[O-])cc1
    15	57	0	14	5	31
- Cc1nc2ccc(Br)cc2c(=O)n1-c1ccc(N=Cc2ccccc2Cl)cc1
    27	35	3	16	50	20
- O=C1C=CC(=C(c2ccccc2)c2ccccc2)c2ccccc21
    6	13	25	15	-6	-44
- O=C(Nc1cccc2ccccc12)Oc1cccc2cccnc12
    98*	98*	98*	97*	98*	94*
- O=C(/C=C/c1cc(Cl)cc(Cl)c1O)c1cccc(O)c1
    94*	93*	93*	95*	94*	92*
- CCCCCCCCCCCC(=O)OCC1OC(n2cc(F)c(=O)[nH]c2=O)C(NC(=O)OCc2ccccc2)C(O)C1O (stereo not given)
    31	25	18	6	63	19

A draw from above in order of SMILES length, low to high.
Below each SMILES: yeast sgs1 mgt1	yeast mlh1 rad18	bub3	yeast mec2-1	rad50	yeast cln2 rad14
- O=C(O)CN1CCCCC1
    -4	-7	-4	6	-6	-27
- CCCCN(C(C)=O)c1ccccc1
    4	1	-9	9	-9	-6
- O=C1CC(c2ccccc2)Oc2cc(O)cc(O)c21 (stereo not given)
    9	17	-14	-31	9	23
- O=C(Nc1nc2c(=O)[nH]cnc2s1)c1ccccc1
    -9	-1	5	-1	-24	22
- O=C(Nc1cccc2ccccc12)Oc1cccc2cccnc12
    98*	98*	98*	97*	98*	94*
- Cc1cccc(C)c1NC(=O)Nc1ccc(C(=O)O)c(O)c1
    17	13	16	28	-4	-6
- O=c1cc(NCc2ccccc2[N+](=O)[O-])[nH]c(=O)[nH]1
    17	18	50	-3	9	0
- Cc1ccc(NC(=O)OCCOc2ccccc2)cc1NC(=O)OCCOc1ccccc1
    28	34	3	17	10	6
- O=C(N/N=C/c1ccc2c(c1)OCO2)c1ccc([N+](=O)[O-])cc1
    15	57	0	14	5	31
- COC12COC(=O)C1C(c1ccc3c(c1)OCO3)c1cc3c(cc1O2)OCO3 (stereo not given)
    12	-5	17	-1	22	9
- CCOC(=O)CN1C(=O)C2C3c4ccc5ccccc5c4C(c4ccc5ccccc5c43)C2C1=O (stereo not given)
    13	6	9	11	5	27
- COc1cc([C@@H]2c3cc4c(cc3[C@@H](OC3OC5CO[C@@H](c6cccs6)OC5C(O)C3O)[C@H]3COC(=O)[C@H]23)OCO4)cc(OC)c1O (stereo not given in full)
    64	65	50	75*	87*	48
